IDE inh = inhibitors of human insulin-degrading enzyme in cells; inhibition, % at 5.59 µM; HEK cells, FAbetaB cleavage, fluorescence polarization; 320,000 compounds, 0.41% hits; P14735; AID 434962;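 active = percent inhibition above the average of all tested compounds plus 3 SD, set per screening campaign, cut at about 16% in these data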;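 note: IDE supplied by intact live HEK cells; FP after avidin binding of uncleaved biotin substrate so inhibition keeps polarization high; 0% = DMSO wells and 100% = 60 µM reference IDE inhibitor Ii1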
Target sequence (P14735 whole entry, looked up): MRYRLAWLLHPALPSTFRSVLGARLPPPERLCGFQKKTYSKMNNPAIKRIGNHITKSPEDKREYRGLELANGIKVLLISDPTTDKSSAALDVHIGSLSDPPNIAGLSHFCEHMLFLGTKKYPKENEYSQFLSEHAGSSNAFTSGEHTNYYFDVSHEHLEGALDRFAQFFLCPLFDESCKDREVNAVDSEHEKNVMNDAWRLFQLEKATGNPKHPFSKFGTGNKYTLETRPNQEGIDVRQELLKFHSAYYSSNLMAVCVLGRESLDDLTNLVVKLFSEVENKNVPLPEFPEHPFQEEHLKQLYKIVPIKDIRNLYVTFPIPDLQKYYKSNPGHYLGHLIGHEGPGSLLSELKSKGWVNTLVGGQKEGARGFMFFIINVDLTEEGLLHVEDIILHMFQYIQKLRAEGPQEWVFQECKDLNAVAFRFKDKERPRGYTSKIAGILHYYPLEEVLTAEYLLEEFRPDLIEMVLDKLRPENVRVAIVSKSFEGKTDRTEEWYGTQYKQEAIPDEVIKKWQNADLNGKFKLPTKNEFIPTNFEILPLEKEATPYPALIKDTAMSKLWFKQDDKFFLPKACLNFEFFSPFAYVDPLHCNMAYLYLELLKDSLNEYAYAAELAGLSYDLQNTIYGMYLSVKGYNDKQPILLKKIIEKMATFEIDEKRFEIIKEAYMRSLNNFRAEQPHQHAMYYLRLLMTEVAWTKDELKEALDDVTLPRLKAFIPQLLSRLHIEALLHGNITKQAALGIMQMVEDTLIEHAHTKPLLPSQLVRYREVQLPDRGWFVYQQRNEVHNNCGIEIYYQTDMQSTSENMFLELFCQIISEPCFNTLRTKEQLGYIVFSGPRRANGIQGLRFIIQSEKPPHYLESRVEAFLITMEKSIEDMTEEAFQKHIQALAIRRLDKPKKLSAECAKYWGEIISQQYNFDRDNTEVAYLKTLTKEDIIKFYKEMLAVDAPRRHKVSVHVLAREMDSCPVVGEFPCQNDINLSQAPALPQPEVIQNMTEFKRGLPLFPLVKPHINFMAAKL
CRFBP-R2 agonist = agonists of human CRF-binding protein/CRF-R2 receptor complex | HEK293 CRF-R2/CRF-BP, calcium dye fluorescence (FLIPR); percent of saturating CRF peptide response | activation, % at 13.2 µM | 350,000 compounds, 0.46% hits | AID 588473;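 active = activation of at least 50%, plus an integration ratio under a set limit after plate pattern correction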;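 note: plate controls were neutral control wells without compound for no effect and CRF at EC100 for full effect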
IDE act = activators of human insulin-degrading enzyme in cells | P14735 | HEK cells, FAbeta-B cleavage, fluorescence polarization; 0% vehicle, 100% cell-free pure enzyme wells | activation, % at 5.96 µM | 340,000 compounds, 0.073% hits | AID 493087;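 active = activation above the mean of all tested compounds plus 3 SD, set per screening campaign, cut at about 17% in these data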
PHOSPHO1 block = inhibitors of human PHOSPHO1 phosphatase; inhibition, % at 13.3 µM; Q8TCT1; recombinant PHOSPHO1, absorbance phosphatase assay; 290,000 compounds, 1.1% hits; AID 1565; in the data active = inhibition above about 60%
CHRM4 PAM = CHRM4 positive allosteric modulation; 360,000 compounds, 0.4% hits; P08173; activation, % at 3 µM; CHO-K1 hM4/Gqi5, Fluo-8 calcium fluorescence, ACh EC20; 0% = ACh EC20, 100% = maximal ACh; AID 624126;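 active = activation above its plate's cutoff, the mean activation of sample wells plus 3 SD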; note: some results filed as inactive read as strong as hits
GalR3 antag = blocks the human galanin receptor 3; 360,000 compounds, 0.44% hits; HEK293 GalR3-CNG cAMP membrane potential fluorescence; galR3 body fused to GalR1 C-terminus; O60755; inhibition, % at 3 µM;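 active = inhibition above the screen-wide average plus 3 SD, cut at about 13% in these data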;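 note: forskolin and galanin both at EC90 stimulate the cells; cAMP rise reported by CNG channel membrane potential dye signal; 0% = forskolin plus galanin with DMSO and 100% = forskolin alone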
pCIP destab = lowers stability of the mouse p/CIP coactivator protein; decrease of EGFP signal, % at 10 µM; F442A p/CIP-EGFP cells, EGFP fluorescence, 16 h; Q05BA5; 290,000 compounds, 0.01% hits;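 active = EGFP signal decrease of at least 30% at 10 µM or well 3 SD below plate mean, unless failing retest; inactive = the rest, including hits failing retest or dose response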; note: some compounds called inactive have numbers as strong as hits; many of its hits are not listed in these tables
CRFBP-R2 block = antagonists of CRF-binding protein/CRF-R2 receptor complex; HEK293 CRF-R2/CRF-BP, CRF-induced calcium fluorescence; inhibition, % at 11.8 µM; 350,000 compounds, 0.59% hits;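 active = inhibition of the ligand-induced calcium signal above about 50% at the single tested concentration, limit read from the data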
MEKK3 PB1 HTS = modulators (inhibitors or enhancers) of MEK5 binding to human MEKK3 PB1 domain | Q99759 | bead-based flow cytometry, Alexa488-MEK5 binding to MEKK3; actives lie on both sides; 0 = blocked by unlabeled MEK5, 100 = vehicle | binding response (% of control), % at 10 µM | 290,000 compounds, 1.4% hits | AID 1529;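 active = binding response more than 3 SD above or below the average of its plate-row segment, actives on both sides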;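 note: Alexa488 bead fluorescence after subtracting the streptavidin-only scavenger bead signal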
* = called active by the depositor; · = not tested or not shown.

SMILES | IDE inh | CRFBP-R2 agonist | IDE act | PHOSPHO1 block | CHRM4 PAM | GalR3 antag | pCIP destab | CRFBP-R2 block | MEKK3 PB1 HTS
COc1ccc(CC(=O)NCc2nnc(SCCOc3ccccc3)n2C)cc1 | 6.2 | 1.0 | 3.8 | 13.9 | -0.5 | -1.1 | -1.3 | -5.5 | 98.0
CS(=O)(=O)OCCCCOS(C)(=O)=O | -1.8 | -2.2 | 3.2 | · | -2.1 | · | · | 23.8 | 100.0
CCOP(=O)(c1ccc(N(C)C)cc1)C(O)c1ccncc1 (stereo unspecified) | 5.2 | -0.2 | 0.2 | 23.7 | 6.6 | -0.6 | 5.0 | -24.2 | 96.0
O=C(COC(=O)/C=C/c1ccc(Cl)cc1Cl)NCCC1=CCCCC1 | -0.5 | 1.5 | 2.9 | 0.8 | 11.0 | -12.6 | 6.3 | 3.5 | 98.0
COc1cc(N=c2ssnc2Cl)cc(OC)c1OC | 8.4 | -1.7 | -27.1 | -66.9 | 19.9 | -4.3 | 10.4 | -5.8 | 103.0
O=C1CN(C(=O)COc2ncnc3ccccc23)c2ccccc2N1 | -0.9 | -0.6 | -1.9 | 11.3 | 2.6 | 2.7 | -18.1 | -11.8 | 101.0
COc1cccc(NC(=O)c2cccc(C(=O)Nc3cccc(OC)c3)c2)c1 | 4.8 | 0.4 | -0.4 | 23.9 | -4.0 | -2.7 | 1.3 | -8.1 | 102.0
Cc1ccccc1-n1c(SCC(=O)N2CCOCC2)nc(O)c(Cc2ccccc2)c1=O | -2.2 | -1.2 | 6.2 | 29.0 | 0.5 | -0.3 | -3.0 | -10.1 | 94.0
COCCCN=CC1=C(O)CC(c2ccccc2)CC1=O (stereo unspecified) | 5.1 | 0.9 | -2.6 | 1.0 | -6.1 | -7.4 | 9.3 | -8.4 | 103.0
O=c1nc(C(F)(F)F)nc2ccccn12 | -0.1 | 0.8 | 2.0 | 13.8 | -5.6 | -3.7 | 1.3 | -6.7 | 100.0
COC(=O)c1cn(NC(=O)c2cccc(OC)c2)c(=O)c2ccccc12 | 0.7 | -0.6 | 0.8 | 3.9 | 15.6 | -2.8 | -4.9 | 13.2 | 110.0
COc1ccc(-c2oc(NC(=O)CCl)c(C#N)c2-c2ccc(OC)cc2)cc1 | 8.5 | 0.4 | 2.3 | 24.1 | 4.9 | -2.1 | -1.7 | -6.6 | 110.0
O=C(Nc1ccc2nsnc2c1)c1ccc2c(c1)OCO2 | 4.2 | -0.3 | 0.2 | 1.3 | 10.0 | · | 11.8 | 2.1 | 100.0
Cc1ccccc1NC(=O)c1cc(S(=O)(=O)N2CCOCC2)cs1 | 2.0 | 1.7 | -5.6 | 2.9 | 11.8 | -0.9 | -2.0 | 19.5 | 80.0
CN(C(=O)CSc1nnc(-c2c[nH]c3ccccc23)o1)C1CCS(=O)(=O)C1 (stereo unspecified) | -0.3 | -0.7 | 2.1 | -46.5 | 3.8 | -3.3 | -1.8 | -0.3 | 98.0
Cc1cc(C)cc(Nc2cc(=O)n(C3CCCCC3)c(=O)[nH]2)c1 | 1.0 | 6.8 | 0.3 | 16.0 | -4.7 | -3.9 | -17.6 | 6.1 | 97.0
Cc1ccc(C)c(NC(=O)c2cc(C)nc3ccccc23)c1 | 4.9 | 0.3 | 4.1 | 13.9 | 1.8 | -3.0 | -18.3 | -0.7 | 109.0
CCOC(=O)c1cc2ccc3ccccc3c2oc1=O | 3.1 | -2.4 | 2.0 | 35.7 | 5.6 | -7.7 | -10.4 | 3.9 | 116.0
COc1cc(OC)cc(C(=O)OCC(=O)NC2CCCCCC2)c1 | 5.6 | -1.0 | -1.7 | · | 4.3 | -4.2 | · | 3.3 | ·
COc1ccc(CN(C(=O)CN2C(=O)c3ccccc3S2(=O)=O)C(C(=O)NCC2CCCO2)c2ccncc2)cc1 (stereo unspecified) | -2.8 | -0.9 | 3.9 | -14.4 | 7.0 | -9.3 | 2.5 | 13.4 | 94.0
CCOC(=O)c1c(C)[nH]c(C(=O)CN2C(=O)NC(C)(CC(C)C)C2=O)c1C (stereo unspecified) | 4.0 | -1.1 | 3.7 | 13.3 | -10.0 | -6.2 | 5.4 | 5.7 | 100.0
CCN(CC)C(=O)C1CCN(Cc2cccc(OCc3ccccc3)c2)CC1 | 1.8 | -0.2 | 7.1 | 7.4 | -9.6 | -6.2 | 1.7 | -9.2 | 108.0
COc1ccc(C(OCC2CO2)c2ccc(OC)cc2)cc1 (stereo unspecified) | 0.7 | · | · | 32.6 | · | · | 7.4 | · | 117.0
Cc1nc2ccccc2c(=O)n1NC(=O)c1ccc(F)cc1Cl | -2.2 | 0.0 | -1.8 | 0.9 | 1.5 | -0.5 | 8.5 | 4.4 | 102.0
CCn1ccnc1C(O)(c1ccccc1)c1ccccc1 | -0.1 | -0.1 | 1.0 | 33.9 | 4.2 | -3.1 | 8.5 | 7.4 | 108.0
CCCOc1ccc(-c2c(C(=O)N/N=C/c3ccco3)nnn2-c2nonc2N)cc1 | 8.9 | -1.0 | -2.2 | 26.3 | -7.6 | -1.4 | 7.6 | 25.4 | 100.0
COC(=O)c1ccc2nc(NC(=O)CSCC(=O)OCC(=O)c3ccccc3)sc2c1 | 2.1 | -0.3 | 2.9 | -1.8 | -10.2 | 1.4 | 5.8 | -12.2 | 102.0
COc1ccccc1CCNC(=O)Cn1c(=O)oc2ccccc21 | · | 0.3 | 2.6 | 14.7 | -1.9 | -3.1 | -22.2 | -0.9 | 101.0
COCCn1cnc2c(c1=O)c1nc3ccccc3nc1n2/N=C/c1ccc(OC)c(OC)c1 | -1.8 | -1.0 | -1.6 | -18.7 | -4.8 | -6.0 | -22.8 | 10.8 | 124.0
CCOc1ccccc1NC(=O)COc1ccc2ccc(=O)oc2c1 | 3.0 | -0.3 | 4.8 | 5.8 | 0.4 | -8.4 | 7.8 | 7.4 | 98.0

Arranged by the number under pCIP destab (low to high): 5 from the list above
SMILES | IDE inh | CRFBP-R2 agonist | IDE act | PHOSPHO1 block | CHRM4 PAM | GalR3 antag | pCIP destab | CRFBP-R2 block | MEKK3 PB1 HTS
COc1ccccc1CCNC(=O)Cn1c(=O)oc2ccccc21 | · | 0.3 | 2.6 | 14.7 | -1.9 | -3.1 | -22.2 | -0.9 | 101.0
CCOC(=O)c1c(C)[nH]c(C(=O)CN2C(=O)NC(C)(CC(C)C)C2=O)c1C (stereo unspecified) | 4.0 | -1.1 | 3.7 | 13.3 | -10.0 | -6.2 | 5.4 | 5.7 | 100.0
COC(=O)c1ccc2nc(NC(=O)CSCC(=O)OCC(=O)c3ccccc3)sc2c1 | 2.1 | -0.3 | 2.9 | -1.8 | -10.2 | 1.4 | 5.8 | -12.2 | 102.0
CCCOc1ccc(-c2c(C(=O)N/N=C/c3ccco3)nnn2-c2nonc2N)cc1 | 8.9 | -1.0 | -2.2 | 26.3 | -7.6 | -1.4 | 7.6 | 25.4 | 100.0
Cc1nc2ccccc2c(=O)n1NC(=O)c1ccc(F)cc1Cl | -2.2 | 0.0 | -1.8 | 0.9 | 1.5 | -0.5 | 8.5 | 4.4 | 102.0

(listing goes on)
SMILES | IDE inh | CRFBP-R2 agonist | IDE act | PHOSPHO1 block | CHRM4 PAM | GalR3 antag | pCIP destab | CRFBP-R2 block | MEKK3 PB1 HTS
CCCc1nnc(NC(=O)C2CC(=O)N(CCc3ccc(F)cc3)C2)s1 (stereo unspecified) | -3.8 | -2.4 | 4.4 | 23.0 | -4.7 | -5.0 | 0.8 | -1.6 | 103.0
COc1ccc(/C=N/NC(=O)C2C3CCCCC32)cc1OC (stereo unspecified) | -5.2 | -1.4 | -2.9 | -4.0 | 1.8 | -6.2 | -5.0 | -3.8 | 109.0
CCc1nccn1S(=O)(=O)c1ccccc1[N+](=O)[O-] | 8.6 | -0.1 | 2.8 | 2.8 | 0.0 | -1.6 | -11.2 | -3.3 | 104.0
CCCC1(C(=O)OCC)NC(c2ccco2)C2C(=O)N(C)C(=O)C21 (stereo unspecified) | 0.6 | 2.6 | -2.4 | 15.9 | 3.6 | 5.9 | 4.9 | -2.7 | 96.0
O=C(COc1ccc(S(=O)(=O)N2CCCC2)cc1)NCc1cccnc1 | -1.7 | -0.2 | 2.0 | 49.2 | 12.3 | -3.6 | 2.2 | -0.8 | 100.0
COc1ccc(-c2ccc(CCC(=O)O)n2-c2cc(OC)ccc2OC)cc1 | · | 0.2 | · | · | -3.2 | -6.9 | · | 15.9 | ·
COC(=O)c1ccc(OC(=O)N2CCOCC2)cc1 | -1.1 | 0.1 | 3.4 | 39.1 | -1.6 | -0.4 | 8.7 | -22.4 | 102.0
COc1ccc(C2N(c3ccc(C)cc3)CCN2c2ccc(C)cc2)cc1O | 1.8 | 0.5 | -0.4 | -16.5 | 0.0 | -1.4 | -3.5 | -5.3 | ·
CCCS(=O)(=O)Nc1cccc(-c2cn3c(n2)SCC3)c1 | 1.8 | -0.1 | 4.1 | 14.6 | -5.4 | -7.7 | 0.3 | 5.5 | 103.0
Cc1ccc(CN(Cc2ccco2)C(=S)NCC(=O)NCc2cccnc2)cc1 | 7.5 | -3.9 | 4.0 | 11.3 | -1.3 | -4.2 | 10.6 | -0.7 | 97.0
CCC(C)Sc1nnc(CSc2nc3nc(C)cc(C)n3n2)o1 (stereo unspecified) | -0.4 | 0.6 | 6.0 | 41.9 | 2.5 | -5.1 | -1.6 | -26.7 | 106.0
COc1ccccc1OCC(=O)Nc1c2c(nn1-c1ccc(F)cc1)CS(=O)(=O)C2 | -2.1 | -6.1 | 1.5 | 47.7 | 8.2 | -1.0 | -5.4 | -4.2 | 103.0
O=C(NCCC1=CCCCC1)c1coc(=O)c(Br)c1 | 4.7 | -0.2 | 2.7 | 1.4 | -3.3 | -5.9 | -35.0 | 6.3 | 112.0
Nc1nonc1-n1nnc(C(=O)N/N=C/c2ccccc2Cl)c1-c1ccc2c(c1)OCO2 | 4.2 | 0.9 | -0.8 | 49.0 | 1.1 | -1.2 | -38.7 | -15.7 | 99.0
Cc1ccc(C2(C)NC(=O)N(CC(=O)N3CCN(S(=O)(=O)c4cccc(F)c4)CC3)C2=O)cc1 (stereo unspecified) | 1.6 | -0.5 | 4.0 | 7.5 | 6.5 | -0.9 | -5.5 | 6.8 | 97.0
Cc1ccc(S(=O)(=O)CCC(=O)OCCOc2cccc(Br)c2)cc1 | 0.2 | -0.6 | 0.0 | · | 0.2 | -2.7 | · | 5.2 | ·
C/C(NCCc1ccc(O)cc1)=C1/CCOC1=O | · | -1.1 | · | · | 4.1 | -4.3 | · | 1.6 | ·
COc1ccc(S(=O)(=O)N2CCCC(C(=O)N3CCCCCC3)C2)cc1 (stereo unspecified) | -1.5 | 1.6 | 4.5 | -6.7 | 1.4 | · | -0.8 | -15.6 | 102.0
CC(C)CN(CC(C)C)S(=O)(=O)N1CCC(C(=O)N2CCc3ccccc3C2)CC1 | 0.6 | -1.4 | 5.0 | 7.1 | 5.3 | -1.1 | 4.3 | 2.1 | 90.0
COC(=O)C1=C(C)NC(=O)NC1c1ccccc1 (stereo unspecified) | 3.1 | -4.0 | -0.9 | 8.0 | 6.1 | -6.0 | -14.1 | -0.3 | 107.0
CCOc1c(OC(C)=O)ccc(/C=C/c2ccc3cccc(OC)c3n2)c1[N+](=O)[O-] | 8.7 | 2.7 | -1.4 | -4.6 | -22.0 | -1.3 | 8.5 | -2.0 | 95.0
CCCCOc1ccc(/C=C2/Sc3ccccc3C2=O)cc1 | -1.7 | 0.7 | 3.0 | -22.3 | -0.3 | -1.9 | 6.0 | 1.8 | 110.0
